Assay outcomes (PubChem)
Shn3 inh set2: inhibitors of Schnurri-3 3'UTR reporter in osteoblasts; Clone20 osteoblast Shn3 3'UTR firefly luciferase, 24 h; 0.52% of 360,000 active; inhibition, % at 12.5 µM;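 active = mean inhibition of at least 75% with every replicate also reaching 75%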;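 note: 0% = median of neutral control wells and 100% = pilot-screen positive control compound; some compounds past the cut are filed as inactive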
PDI inh: inhibitors of human protein disulfide isomerase; P07237; PDI insulin aggregation turbidity, A650, 90 min; inhibition, % at 10 µM; 0.052% of 350,000 active; AID 588391;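 active = mean inhibition across replicates of 30% or more, whatever share of single replicates reach that level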;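 note: absorbance from insulin aggregation driven by PDI reduction with DTT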
Peg3 prom inh: Peg3 promoter activity inhibition; HeLa PEG-Prom luciferase reporter, luminescence, overnight; inhibition, % at 20 µM; 1.7% of 360,000 active;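 active = inhibition of at least 50% at 20 µM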
HIF-2a inh: blocks HIF-2a reporter activity; 786-0 RCC cells HIF-2a reporter, luciferase luminescence, overnight; inhibition, % at 18.8 µM; 0.72% of 360,000 active; AID 624352;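 active = inhibition of the luminescence signal of 40% or more relative to plate controls, in a single-dose primary screen at 18.75 µM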
TRPM1 prom inh: MITF TRPM1 promoter inhibition in SK-MEL-5 cells | AID 488899 | SK-MEL-5 TRPM1 promoter luciferase, 24 h | inhibition, % at 12.5 µM | 0.83% of 330,000 active;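 active = mean inhibition across replicates of 60% or more, whatever share of single replicates reaches that level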; note: values of inactives mirror those of a sister screen read the other way
Cardio protect: protects H9c2 cardiomyocytes from peroxide injury; H2O2 injury protection, ATPLite, 2 h; protection from H2O2 cell death, % at 20 µM; 0.63% of 360,000 active;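 active = compounds giving at least 50% protection of heart cells from peroxide-induced death in the single-dose screen, raw or plate-pattern-corrected value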;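 note: 0% = DMSO wells with peroxide and 100% = DMSO wells without peroxide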
NR2E3 ag-1: activates human NR2E3 receptor; AID 602229; Q9Y5X4; CHO-S Gal4-NCOR/VP16-NR2E3 two-hybrid, luciferase; 0.35% of 360,000 active; inhibition of corepressor binding, % at 3.98 µM;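 active = inhibition above the mean of all tested compounds plus 3 SD, cut at about 70% in these data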;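 note: 0% = DMSO with NR2E3 transfected cells and 100% = cells lacking NR2E3 construct; higher means lower luciferase signal from less NR2E3 corepressor binding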
Target sequence (Q9Y5X4 whole entry, looked up, the tested form may be a part): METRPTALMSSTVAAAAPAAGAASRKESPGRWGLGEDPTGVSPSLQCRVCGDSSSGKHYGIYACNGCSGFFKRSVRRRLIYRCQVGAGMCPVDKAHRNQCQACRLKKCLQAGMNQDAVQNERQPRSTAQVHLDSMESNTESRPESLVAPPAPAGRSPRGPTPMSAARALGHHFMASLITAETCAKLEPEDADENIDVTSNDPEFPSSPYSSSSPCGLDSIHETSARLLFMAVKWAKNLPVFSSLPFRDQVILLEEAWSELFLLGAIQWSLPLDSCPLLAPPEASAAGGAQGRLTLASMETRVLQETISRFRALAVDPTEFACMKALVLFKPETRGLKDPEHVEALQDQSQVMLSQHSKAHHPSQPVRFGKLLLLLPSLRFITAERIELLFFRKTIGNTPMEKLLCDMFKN
NR2E3 ag-2: activates human photoreceptor nuclear receptor NR2E3. 0.12% of 320,000 active. Q9Y5X4. AID 2300. inhibition of corepressor binding, % at 4.78 µM. GST-NR2E3/biotin-RetCOR TR-FRET, 1536-well;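 active = percent inhibition above the cutoff of mean plus 3 SD of all tested compounds, set per screening campaign, cut at about 20% in these data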;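 note: 0% = DMSO wells and 100% = biotin wells as full block of FRET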
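Assay system: NR2E3–RetCOR corepressor complex. Quantity: 1.35 nM GST-NR2E3. Buffer or medium: pH 7.5 Tris-based buffer. Reagent: biotinylated RetCOR corepressor at 7 nM final. Schedule: 5 h at 4 °C. Detection: TR-FRET, emission read at 617 and 671 nm. Replicates: one well per compound, singlicate testing.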
hiPSC survival: enhancers of human iPSC single-cell survival; hiPSC single-cell survival, ATPlite luminescence; 100% = ROCK inhibitor wells, 0% = DMSO; AID 602274; survival enhancement, % at 20 µM; 0.044% of 360,000 active; in the data active = survival enhancement above about 18%;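 note: cells exposed to compounds for 16 hours before the ATP read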
CaV13 FRET inh: Primary screen for inhibitors of IQ motif and Ca2+-dependent inactivation inhibitor domain binding in CACNA1D, Förster resonance energy transfer in living cells, …. HEK cells, CFP/YFP FRET ICDI-IQ, plate reader, 10 min; percent FRET-ratio fall versus neutral wells. 0.098% of 340,000 active. inhibition, % at 12.3 µM. AID 743397;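 active = mean replicate inhibition of at least 30% and at least 1% of replicates passing that level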;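 note: 0% = median of the neutral control wells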
HTR2A ag: mouse HTR2A agonism via beta-arrestin recruitment; P35363; CHO-K1 mHTR2A beta-arrestin complementation, luminescence; percent of 30 µM serotonin response; activation, % at 7.6 µM; 0.66% of 360,000 active;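 active = activation above a run cutoff, the mean activation of all tested compounds plus 3 SD, cut at about 14% in these data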;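 note: 0% = plate median of compound wells and 100% = 30 µM serotonin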
Target sequence (P35363 whole entry, looked up): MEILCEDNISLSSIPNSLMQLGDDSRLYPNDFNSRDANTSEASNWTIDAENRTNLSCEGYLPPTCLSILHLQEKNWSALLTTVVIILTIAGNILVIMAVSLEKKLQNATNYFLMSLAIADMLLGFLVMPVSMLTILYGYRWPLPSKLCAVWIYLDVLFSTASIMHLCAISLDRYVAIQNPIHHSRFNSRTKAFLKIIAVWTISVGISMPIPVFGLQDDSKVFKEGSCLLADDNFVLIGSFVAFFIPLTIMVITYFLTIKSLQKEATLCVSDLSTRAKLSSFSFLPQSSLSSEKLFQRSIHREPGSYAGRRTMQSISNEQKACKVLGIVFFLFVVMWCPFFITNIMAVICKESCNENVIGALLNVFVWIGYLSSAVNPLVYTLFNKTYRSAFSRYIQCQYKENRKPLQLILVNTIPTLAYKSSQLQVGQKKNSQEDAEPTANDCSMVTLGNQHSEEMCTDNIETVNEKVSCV
The depositor's hits bear a star; nt = no result given; & = joins results of further samples.

Value order – NR2E3 ag-1	Peg3 prom inh	PDI inh	CaV13 FRET inh	HTR2A ag	NR2E3 ag-2	Shn3 inh set2	Cardio protect	HIF-2a inh	TRPM1 prom inh	hiPSC survival
1. C/C(=N\NC(=O)COc1ccccc1F)c1cc2ccccc2o1
    -50.4	-231.5	12.6	-1.9	-5.1	2.8	-30.1	1.1	-249.0	-59.2	0.2
2. Nc1nc(CSc2ncccn2)nc(Nc2ccccc2)n1
    -91.7	-268.1	0.0	-7.8	-4.7	2.1	-106.5	-0.7	-253.8	-47.6	-0.7
3. Cc1ccc(NC(=O)COC(=O)Cn2cnc3c2c(=O)n(C)c(=O)n3C)cc1F
    8.6	-0.6	5.8	-5.9	-5.3	nt	-6.7	-1.8	7.4	-13.8	-0.1
4. C=CCN1c2ccccc2[C@]23C[C@@H](C(=O)OC)N(C(=O)NCCC)C2=NC(C(=O)OC)=C(C(=O)OC)[C@H]13
    10.5	-6.3	6.1	-4.4	4.2	4.0	4.3	4.3	15.7	-7.1	-1.3
5. CC(=O)c1ccc(N=Nc2ccc(C)cc2)cc1
    -100.3	-117.6	2.5	-6.7	-4.6	nt	6.3	-14.6	-90.8	-5.5	-0.3
6. C=CCN(c1ccc(C(=O)N2CCCC2)cc1)S(C)(=O)=O
    -13.4	8.5	-6.4	-6.6	0.6	-4.8	-13.6	-17.8	0.0	0.0	0.2
7. O=C(Nc1ccc2c(c1)OCCO2)c1ccc(NC(=O)C2CCCO2)cc1 (stereo unspecified)
    3.9	-66.5	-0.1	93.3*	3.3	2.2	14.7	-0.8	57.7*	10.5	3.7
8. c1ccc(CNc2ncnc3sc4c(c23)CCCC4)nc1
    0.3	3.1	3.5	-6.6	2.4	2.1	5.9	-8.5	4.7	11.5	0.5
9. CCOc1ccc(NC(=O)Nc2cccc(C(=O)O)c2)cc1
    -154.1	84.6*	1.1	-0.5	-0.1	3.4	79.2	-17.3	87.7*	93.6*	-4.9
10. Cc1cccc(-c2nn(-c3ccccc3)cc2C(=O)N2CCN(C3CCS(=O)(=O)C3)CC2)c1 (stereo unspecified)
    -7.1	-7.2	5.3	-1.5	-0.5	3.0	-8.2	-3.6	-11.5	-0.9	0.1
11. Cc1ccc(N=C2NC(=O)/C(=C/c3cccnc3)S2)c(C)c1
    16.5	-9.0	-1.8	-4.1	-6.7	-1.3	6.2	-4.2	1.8	-1.5	-0.6
12. O=C(NCCc1ccccc1)C(=O)Nc1nccs1
    -30.6	-145.5	6.9	-5.0	1.0	0.3	-52.2	1.7	-124.3	-41.1	-0.2
13. O=C(OCC(F)(F)F)c1cccc(COc2ccc3ccccc3c2)c1
    -301.3	72.9*	5.7	nt	0.6	1.0	79.7	-17.2	83.1*	91.2*	-1.2
14. Cc1cn([C@H]2C=C[C@@H](CO)O2)c(=O)[nH]c1=O
    10.1&-18.9	2.3&0.6	-1.6	-5.3	-4.8&5.5	2.2&-2.6	11.0&1.4	12.1&0.6	15.3&-2.4	-9.7&-18.6	-1.9&0.8
15. O=[N+]([O-])c1ccc2oc(-c3ccccc3)nc2c1
    -53.1	-277.4	-12.2	-3.8	-0.5	3.4	-65.1	0.2	-248.9	-57.4	0.6

Following part.
Value order – NR2E3 ag-1	Peg3 prom inh	PDI inh	CaV13 FRET inh	HTR2A ag	NR2E3 ag-2	Shn3 inh set2	Cardio protect	HIF-2a inh	TRPM1 prom inh	hiPSC survival
16. O=C(CCN1C(=O)/C(=C/C=C/c2ccccc2)SC1=S)Nc1nccs1
    16.9	-33.7	0.3	-4.8	1.8	-0.6	19.2	12.0	-9.5	-26.6	-1.8
17. CC(C(=O)N1CCc2ccccc21)N1CCN(Cc2ccc(Cl)cc2)CC1 (stereo unspecified)
    -21.6	20.6	-1.5	-2.1	-1.6	0.8	-0.7	-0.2	4.7	14.2	0.4
18. O=C(O)c1ccc2c(c1)C(=O)N(c1cc(C(=O)O)ccc1Br)C2=O
    -0.7	12.0	1.9	-5.4	4.0	0.1	14.7	2.0	5.4	-6.3	-2.3
19. O=C(N/N=C/c1ccccn1)C(=O)N1CCCCCC1
    28.5	1.6	-6.7	-5.3	-1.4	1.0	5.3	1.1	10.2	1.1	-0.3
20. O=[N+]([O-])c1ccc(-c2c(O)c3ccccc3c3nc4ccccc4nc23)cc1
    12.2	51.8*	6.7	-3.0	0.6	1.8	8.0	-20.9	-2.8	6.5	1.2
21. CC1CCCC(C)N1S(=O)(=O)c1ccc(NC(=O)CNC2CCCC2)cc1 (stereo unspecified)
    -3.0	16.5	-2.4	-2.9	-2.4	-2.6	-20.1	-8.7	20.5	-4.6	-0.7
22. Cc1c(NC(=O)c2cn3ccccc3n2)cccc1-n1cnnn1
    -19.8	-62.0	0.7	-4.4	3.1	-1.7	-28.8	5.3	-85.0	-23.8	0.3
23. Cc1ccc(-n2ncc3c(N4CCN(c5ccccc5)CC4)ncnc32)c(C)c1
    -15.4	96.6*	3.8	-6.4	3.9	-1.2	80.4	-5.3	-65.2	38.9	-3.1
24. O=C(/C=C/c1ccccc1)Nc1cccc(S(=O)(=O)Nc2ccccc2F)c1
    14.2	-60.7	8.1	-2.3	-3.8	2.7	-9.2	-2.8	-109.1	1.5	3.4
25. CCCNC(=O)CSc1nc(-c2cccs2)cc(C(F)(F)F)n1
    15.3	4.0	-23.6	-4.1	2.7	2.4	7.5	0.3	22.1	-4.6	0.5
26. Cc1csc(SC(C)C(=O)Nc2ccc(Cl)cn2)n1 (stereo unspecified)
    -1.8	-22.4	-2.1	-4.2	-2.0	2.5	3.4	-2.3	2.6	-8.1	0.0
27. CC(C)C(=O)Nc1cccc(C(=O)Nc2nccs2)c1
    -7.9	-34.1	-3.4	nt	-4.1	2.7	-67.0	1.6	-52.0	-2.7	3.9
28. COC(=O)CSc1nc(C)c2ccc(OC)cc2n1
    1.3	-23.1	6.7	nt	3.9	2.5	-8.3	-3.3	-17.4	-19.3	2.4
29. Cc1nc(-c2ccc(F)cc2)c(CC(=O)N2CCN(S(=O)(=O)c3ccccc3Br)CC2)s1
    -9.6	9.3	9.0	nt	2.2	2.2	-2.4	-6.4	27.1	-4.8	0.0
30. O=C(Nc1ccc(S(=O)(=O)N2CCOCC2)cc1)c1nn(-c2ccc(F)cc2)ccc1=O
    -9.8	15.7	13.7	-2.2	-0.8	2.9	11.2	4.8	3.2	-9.0	-0.1

The list goes on:
Value order – NR2E3 ag-1	Peg3 prom inh	PDI inh	CaV13 FRET inh	HTR2A ag	NR2E3 ag-2	Shn3 inh set2	Cardio protect	HIF-2a inh	TRPM1 prom inh	hiPSC survival
31. CC(=O)c1ccc(OC(=O)CCN2c3ccccc3Sc3ccccc32)cc1
    14.8	18.4	-6.4	-6.4	8.0	2.7	-16.9	-1.8	13.1	0.5	1.3
32. O=C(Nc1ccccc1)c1cc([N+](=O)[O-])ccc1NC1CCCCC1
    -8.1	3.1	-3.5	-4.9	-0.7	-0.5	12.4	-3.3	15.9	-17.3	1.6
33. COc1ccccc1CN1CCNC(=O)C1CC(=O)NC1CCCCCC1 (stereo unspecified)
    -34.7	10.1	-3.9	-5.5	2.0	4.2	46.8	-0.5	6.7	10.3	0.0
34. C=CCNc1nc2ccccc2nc1NS(=O)(=O)c1ccc(OC)cc1
    -3.4	6.2	-3.4	-3.0	2.2	0.4	-17.4	4.7	1.1	-3.5	0.8
35. CCOc1ccc(Nc2nc(Cl)nc(NCCO)n2)cc1
    -8.9	-5.4	-2.3	-2.8	2.5	-0.9	-3.6	-2.9	22.5	-3.5	-0.1
36. COc1ccc(NC(=O)CC2C(=O)N(C)C(=S)N2CCc2ccccc2F)cc1 (stereo unspecified)
    0.2	18.8	15.0	-5.3	1.8	2.5	-2.8	12.4	-2.9	-5.2	-0.1
37. Cc1cc(C)c2c(=O)[nH]c(SCc3ccc([N+](=O)[O-])cc3)nc2n1
    -11.1	17.0	-4.9	6.2	8.5	0.2	7.5	21.2	17.6	2.9	0.5
38. O=C(NCc1ccccn1)c1cc(-c2ccncc2)nc2ccccc12
    -14.3	0.1	0.2	-5.9	1.3	0.5	-10.9	7.9	18.0	-2.1	-0.3
39. Clc1ccccc1Nc1nc2ccccc2o1
    -114.0	-277.5	9.0	-5.5	-5.0	1.6	-70.5	-12.9	-213.0	-69.0	0.9
40. CN1CCN(Cc2cc(=O)oc3ccc(Cl)cc23)CC1
    17.0	19.0	9.1	-5.0	-0.1	1.8	-4.0	-0.8	16.2	14.6	-0.1
41. Cc1onc(-c2ccccc2)c1C(=O)Nc1cccc(S(=O)(=O)N2CCCCC2)c1
    -6.0	15.5	-1.6	-5.5	0.3	nt	54.1	6.8	-1.6	1.1	-2.5
42. CCCCn1c(N)c(N(CCOC)C(=O)c2cc(C)oc2C)c(=O)[nH]c1=O
    5.0	10.6	1.6	-6.8	-1.9	-3.0	-5.3	3.3	7.3	-3.8	0.5
43. Cc1ccc2c(CC(=O)NCc3cccs3)coc2c1
    -51.0	-94.8	-13.4	-5.0	-5.1	-0.2	-32.9	-5.1	-134.8	-27.5	1.3
44. CNC(=S)N(Cc1ccc(OC)cc1)Cc1cc2cc(C)ccc2[nH]c1=O
    -26.9	12.8	4.8	-5.8	0.3	-1.2	14.7	1.5	11.4	-4.0	0.2
45. O=S(=O)(c1ccc(N2CCN(S(=O)(=O)c3ccccc3)CC2)nc1)N1CCCC1
    11.4	6.0	2.4	-2.4	-0.8	1.8	36.0	-6.3	17.4	14.4	0.0
46. CC(C)(C)c1nnc2sc(SCC(=O)NCc3ccco3)nn2c1=O
    -25.2	-11.4	-2.5	-5.2	-1.1	2.7	-1.9	3.7	-7.8	-8.0	1.4
